N370S GC mod – inhibits or activates N370S mutant glucocerebrosidase. P04062. N370S GC spleen homogenate, 4MU-glucoside fluorescence. Potency, µM (series often up to 59.4 µM), inactives show at the top dose activity change, negative = inhibition, hits mostly inhibitors. 330,000 tested, 0.092% active;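 note: 0% = full enzyme activity and -100% = no enzyme basal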
GCN5L2 inh – GCN5L2 (KAT2A) acetyltransferase inhibition; Potency, µM (highest dose often 58.9 µM), inactives show at the highest dose activity change, negative = inhibition, usual class: inhibitors; GCN5L2 HAT assay, ThioGlo1 CoA-SH fluorescence; 390,000 tested, 0.21% active; AID 504327
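Enzyme at 20nM final was mixed with library compounds for 15 min at room temperature. Peptide H3(1-25) at 75uM, acetyl-CoA at 70uM and ThioGlo1 at 50uM were then added. Plates were read immediately and after 20 min (Ex340nm/Em540nm).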
FEN1 inhibitor – inhibitors of human flap endonuclease 1. Potency, µM (titrated, usually from 114 µM), for inactives: top-dose activity change, negative = inhibition, most hits filed as inhibitors. 390,000 tested, 0.35% active. Recombinant FEN1 flap cleavage, fluorescence, 15 min; note: nearly all actives have a fitted effect of over 65% in size
Target sequence (P39748 whole entry, looked up): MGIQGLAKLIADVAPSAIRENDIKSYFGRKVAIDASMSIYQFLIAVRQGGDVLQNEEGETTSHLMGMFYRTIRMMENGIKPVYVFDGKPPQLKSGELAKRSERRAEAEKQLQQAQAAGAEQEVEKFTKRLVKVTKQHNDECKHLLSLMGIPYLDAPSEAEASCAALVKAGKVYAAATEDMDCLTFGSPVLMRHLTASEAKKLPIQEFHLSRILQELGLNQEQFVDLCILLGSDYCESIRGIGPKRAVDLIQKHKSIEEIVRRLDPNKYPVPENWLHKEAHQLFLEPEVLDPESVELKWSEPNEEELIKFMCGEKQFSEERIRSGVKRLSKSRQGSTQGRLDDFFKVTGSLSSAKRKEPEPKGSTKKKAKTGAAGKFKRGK
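Quantitative HTS format: each compound was titrated, incubated with 10 nM nuclease for 15 min at room temperature, then challenged with flap substrate at 50 nM final. Signal change over 15 min gave concentration–effect curves.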
The depositor's hits bear a star; & = joins results of further samples; [ ] = dose if it differs, or a comment. Calls come from the whole dose curve; as a rule, active = well fitted curve in the direction sought with a large enough effect; inconclusive = small, poorly fitted or top-dose-only effect, or another doubt; inactive = no such curve, though single readings can be large; an effect the other way counts as inactive or inconclusive. Unless noted, % is set by controls: 0 for no effect and ±100 for the full control effect; potency is the fitted concentration of half-maximal effect.

Cc1csc2nc(COC(=O)c3ccc(NC(=O)C(C)C)cc3)cc(=O)n12 was read as GCN5L2 inh -8% and FEN1 inhibitor -3%.
O=C(c1ccc(CNS(=O)(=O)c2cccc(Cl)c2)cc1)N1CCCCC1 was read as N370S GC mod -5%, GCN5L2 inh -4% and FEN1 inhibitor 8%.
`COc1cc(C(=O)NCC(c2ccco2)S(=O)(=O)c2cccs2)cc(OC)c1OC` (stereo not drawn) gave GCN5L2 inh -2% and FEN1 inhibitor 7%.
Screening O=C(Nc1ccccc1Br)c1c(F)cccc1Cl returned N370S GC mod 0%, GCN5L2 inh 2% and FEN1 inhibitor -11%.
`COc1ccc(/C=N/NC(=O)CNc2ccc(Br)cc2)c(C(=O)O)c1OC` gave N370S GC mod 11%, GCN5L2 inh -6% and FEN1 inhibitor 2%.
Screening CCC(=O)OCCn1c(=O)c2cc3c(=O)n(CCOC(=O)CC)c(=O)c3cc2c1=O returned N370S GC mod 3%, GCN5L2 inh 0% and FEN1 inhibitor -3%.
Screening COc1ccccc1C/C(N)=N/OC(=O)c1ccc(C)c([N+](=O)[O-])c1 returned N370S GC mod 9%, GCN5L2 inh 2% and FEN1 inhibitor -7%.
Screening CCCCCn1c(=O)[nH]c2cc(C(=O)NC(C)CC)ccc2c1=O (stereo not drawn) returned GCN5L2 inh -4% and FEN1 inhibitor 1%.
Screening COCCNC(=O)CN(Cc1ccc(OC)cc1)C(=O)CCC(=O)Nc1nccs1 returned N370S GC mod -1%, GCN5L2 inh -2% and FEN1 inhibitor 24%.
COc1cccc(CN2CC(C(=O)NC3CCC3)CCC2=O)c1 (stereo not drawn) was read as N370S GC mod -17%, GCN5L2 inh -16% and FEN1 inhibitor -2%.
`COc1ccc(NS(=O)(=O)c2ccc(F)cc2F)cn1` gave N370S GC mod -4%, GCN5L2 inh -4% and FEN1 inhibitor -3%.
Screening O=C(CNC(=O)c1ccco1)Nc1ccc(N2CCCCCC2)cc1 returned GCN5L2 inh -1% and FEN1 inhibitor 2%.
For CCOC(=O)C1C(c2cccnc2)NC(=O)NC1(O)C(F)(F)F (stereo not drawn) the results were N370S GC mod -2%, GCN5L2 inh 4% and FEN1 inhibitor 17%.
COc1ccc(S(=O)(=O)N(C)CC(=O)N2CCCC2)cc1OC was read as N370S GC mod -4%, GCN5L2 inh -5% and FEN1 inhibitor 1%.
`O=C(COc1ccc(F)cc1)Nc1ccc(S(=O)(=O)Nc2ncccn2)cc1` gave N370S GC mod -4%, GCN5L2 inh 1% and FEN1 inhibitor -11%.
For COc1cccc(CNC(=O)C2CCN(S(=O)(=O)N3CCCC3)CC2)c1 the results were N370S GC mod -8%, GCN5L2 inh 3% and FEN1 inhibitor -6%.
For Cc1ccc(N2CC(C(=O)NCCCn3ccnc3)CC2=O)cc1 (stereo not drawn) the results were N370S GC mod 5%, GCN5L2 inh 2% and FEN1 inhibitor -8%.
For COc1ccc(Cn2nnnc2C(c2ccc(C)cc2)N2CCN(C3CCCC3)CC2)cc1 (stereo not drawn) the results were N370S GC mod -14%, GCN5L2 inh -10% and FEN1 inhibitor 6%.
CN(C)C(CNC(=O)c1ccc(Cl)c(S(=O)(=O)N2CCCCCC2)c1)c1ccccc1 (stereo not drawn) was read as GCN5L2 inh 2% and FEN1 inhibitor -7%.
`CCCn1c(N)c(C(=O)CSc2nnc3n2CCCCC3)c(=O)[nH]c1=O` gave GCN5L2 inh -9% and FEN1 inhibitor 14%.
For O=C(Nc1cccc(Cl)c1Cl)c1ccc(-c2ccccc2)cc1 the results were N370S GC mod 5%, GCN5L2 inh -6% and FEN1 inhibitor 0%.
For C1=Nc2c(NCc3ccccc3)ncnc2Oc2ccccc21 the results were N370S GC mod 8%, GCN5L2 inh -4% and FEN1 inhibitor -13%.
COC(=O)c1cc(-c2c(-c3ccc4c(c3)OCO4)noc2-c2ccsc2)cc([N+](=O)[O-])c1 was read as N370S GC mod 0%, GCN5L2 inh 3% and FEN1 inhibitor 3%&12%.
`CC(NCc1ccccc1)C1COc2ccccc2O1` (stereo not drawn) gave N370S GC mod -2%, GCN5L2 inh -6%[0.501 µM] and FEN1 inhibitor 7%.
Screening CC(C)(C)OC(=O)N1CCC(c2c(C(=O)NCCN3CCC(Cc4ccccc4)CC3)cnn2-c2ccc(F)cc2)CC1 returned GCN5L2 inh 3% and FEN1 inhibitor 0%.
Screening COc1ccccc1NC(=O)c1c(N=Cc2ccccc2O)cnn1C returned N370S GC mod -3% and GCN5L2 inh -8%.
Screening Cc1c(C(=O)N2CCOCC2)c(S(=O)(=O)Nc2ccccc2F)c(C)n1C returned N370S GC mod -10%, GCN5L2 inh -6% and FEN1 inhibitor 30%.
For CCOC(=O)c1ccc(NC(=S)NC(=O)c2nn(CC)cc2Br)cc1 the results were N370S GC mod 3%, GCN5L2 inh 1% and FEN1 inhibitor -10%.
For COc1ccc(N2C(=O)C(CC(=O)Nc3ccccc3)N(Cc3cccs3)C2=O)cc1 (stereo not drawn) the results were N370S GC mod -12%, GCN5L2 inh -19% and FEN1 inhibitor 0%.
`O=C(COc1ccc(Br)cc1)Nc1nc(-c2cccnc2)cs1` gave N370S GC mod -16%, GCN5L2 inh -15% and FEN1 inhibitor 11%.
For CCOC(=O)C1CCCN(C(=O)c2cn(CC)c3ccc(S(=O)(=O)N(C)C)cc3c2=O)C1 (stereo not drawn) the results were N370S GC mod 2%, GCN5L2 inh -3% and FEN1 inhibitor 1%.
For C1CCN(c2nc3nonc3nc2N2CCCC2)C1 the results were N370S GC mod -4%, GCN5L2 inh -15% and FEN1 inhibitor 6%.
For C=CCc1ccc(OCCCCN2CCC(C)CC2)c(OC)c1 the results were N370S GC mod inconclusive, GCN5L2 inh 0% and FEN1 inhibitor -2%.
`CCOc1ccc(NC(=O)CSc2nc(C)c(C(=O)Nc3ccccc3)c(-c3ccc(Cl)cc3)c2C#N)cc1` gave GCN5L2 inh -7% and FEN1 inhibitor 11%.
Cc1ccccc1-c1noc(-c2ccc(NCc3cccnc3)c([N+](=O)[O-])c2)n1 was read as GCN5L2 inh -6% and FEN1 inhibitor 18%.
`Cc1cc(NS(=O)(=O)c2ccc(NC(=O)c3ccc(Cl)cc3Cl)cc2)no1` gave N370S GC mod -1%, GCN5L2 inh -4% and FEN1 inhibitor -5%.
For Cc1ccccc1CN1C(=O)C(C)S/C1=N/N=C/c1ccco1 (stereo not drawn) the results were N370S GC mod inconclusive, GCN5L2 inh -20% and FEN1 inhibitor -12%.
Screening COc1ccc(N2CCN(C(=O)c3cc(C4CC4)nn3-c3ccccc3)CC2)cc1 returned GCN5L2 inh -6% and FEN1 inhibitor 8%.
Cc1ccccc1-c1nc2sc3c(c2c(=O)n1N)CCCC3 was read as N370S GC mod 21%, GCN5L2 inh 0% and FEN1 inhibitor -12%.
Screening Cc1ccc(-n2nnnc2-c2cnn(-c3cccc(F)c3)c2C(F)(F)F)cc1 returned N370S GC mod 7%, GCN5L2 inh -2% and FEN1 inhibitor -17%.
For Cc1ccc(NC2SC(=O)N(Cc3cccc(C(=O)O)c3)C2=O)cc1 (stereo not drawn) the results were N370S GC mod 4%, GCN5L2 inh -4% and FEN1 inhibitor 1%.
Screening CS(=O)(=O)N(CC(=O)N1CCCCCC1)c1cccc([N+](=O)[O-])c1 returned N370S GC mod -3%, GCN5L2 inh -8% and FEN1 inhibitor 4%.
Screening Cc1ccc(Nc2nc(-c3c(C)nc4ccccn34)cs2)cc1 returned N370S GC mod -10%, GCN5L2 inh -6% and FEN1 inhibitor -8%.
For CCCCN1C(=O)C(NC(=O)CC(C)C)(C(F)(F)F)C2=C1CC(C)(C)CC2=O (stereo not drawn) the results were N370S GC mod -17%[12.8 µM], GCN5L2 inh -5% and FEN1 inhibitor -4%.
COc1cccc(CNC(=O)Cn2c(=O)oc3cc(S(=O)(=O)N4CCCCCC4)ccc32)c1 was read as GCN5L2 inh -9% and FEN1 inhibitor 3%.
Screening O=C(COc1ccc(Br)cc1)N/N=C1/SCC(=O)N1Cc1ccco1 returned N370S GC mod 4%, GCN5L2 inh 6% and FEN1 inhibitor -1%.
`O=C(N/N=C/c1cccc(C(F)(F)F)c1)c1ccccc1O` gave N370S GC mod 3%, GCN5L2 inh -13% and FEN1 inhibitor 6%.
CCCCNC(=O)c1cccc(S(=O)(=O)N2CC3(C)CC2CC(C)(C)C3)c1 (stereo not drawn) was read as GCN5L2 inh -8% and FEN1 inhibitor 5%.

Reprinted from the part before: two entries, followed by the next part.
`O=C(N/N=C/c1cccc(C(F)(F)F)c1)c1ccccc1O` gave N370S GC mod 3%, GCN5L2 inh -13% and FEN1 inhibitor 6%.
CCCCNC(=O)c1cccc(S(=O)(=O)N2CC3(C)CC2CC(C)(C)C3)c1 (stereo not drawn) was read as GCN5L2 inh -8% and FEN1 inhibitor 5%.
For CC(=O)CSc1nnc2[nH]c(=O)cc(N)n12 the results were GCN5L2 inh 2% and FEN1 inhibitor 9%.
`O=C(NCC1CC1)c1onc(CSc2ccc(F)cc2)c1C(=O)NCC1CC1` gave N370S GC mod 1%, GCN5L2 inh -7% and FEN1 inhibitor -21%.
Screening Cc1cc(C(=O)N2CCC(C(=O)O)CC2)c(C(F)(F)F)o1 returned N370S GC mod -1%, GCN5L2 inh 1% and FEN1 inhibitor 4%.
For CCCCCc1nnc(NC(=O)Cc2ccc([N+](=O)[O-])cc2)s1 the results were N370S GC mod 3%, GCN5L2 inh -7% and FEN1 inhibitor -3%.
For COc1cccc(-n2nnnc2SCC(=O)NCc2ccco2)c1 the results were N370S GC mod -8%, GCN5L2 inh -10% and FEN1 inhibitor 15%.
`O=C(NCc1ccc(Cl)cc1)NC1COc2ccccc2C1` (stereo not drawn) gave GCN5L2 inh -2% and FEN1 inhibitor -10%.
Screening O=C1CNC(=O)N1c1ccc(Cl)cc1 returned N370S GC mod -3%, GCN5L2 inh 0% and FEN1 inhibitor -3%.
For O=C1C(=O)c2ccccc2C(O)=C1C1CCC(c2ccc(Cl)cc2)CC1 (stereo not drawn) the results were N370S GC mod -5%, GCN5L2 inh -6% and FEN1 inhibitor 10%.
For CCn1nc(C)c(/C=N/NC(=O)c2ccc3c(c2)c(C)c(C)n3Cc2ccccc2)c1C the results were N370S GC mod 2%, GCN5L2 inh -9% and FEN1 inhibitor -9%.
COc1ccc(Cc2nc3ccc(C(=O)NCc4ccccc4C)cc3o2)cc1 was read as GCN5L2 inh 1% and FEN1 inhibitor -1%.
`Cc1cc(Nc2cccc(Cl)c2)nc2ccc(NC(=O)c3cncc(Br)c3)cc12` gave GCN5L2 inh -5% and FEN1 inhibitor 6%.
Screening CCc1ccccc1NC(=O)CN(C)Cc1nc(N)nc(Nc2ccccc2C)n1 returned N370S GC mod -11%, GCN5L2 inh -7% and FEN1 inhibitor -11%.

Four neighbouring entries out of the list so far, quoted:
For CC(=O)CSc1nnc2[nH]c(=O)cc(N)n12 the results were GCN5L2 inh 2% and FEN1 inhibitor 9%.
`O=C(NCC1CC1)c1onc(CSc2ccc(F)cc2)c1C(=O)NCC1CC1` gave N370S GC mod 1%, GCN5L2 inh -7% and FEN1 inhibitor -21%.
Screening Cc1cc(C(=O)N2CCC(C(=O)O)CC2)c(C(F)(F)F)o1 returned N370S GC mod -1%, GCN5L2 inh 1% and FEN1 inhibitor 4%.
For CCCCCc1nnc(NC(=O)Cc2ccc([N+](=O)[O-])cc2)s1 the results were N370S GC mod 3%, GCN5L2 inh -7% and FEN1 inhibitor -3%.

Later entries.
CCOC(=O)c1cc(C(C)(C)C)oc1CNC(=O)c1c(C)oc2c1CCCC2 was read as N370S GC mod 24%, GCN5L2 inh -9% and FEN1 inhibitor -14%.
COC(=O)Cc1cc(=O)n2[nH]c(C)c(-c3ccccc3)c2n1 was read as N370S GC mod 2%, GCN5L2 inh -9% and FEN1 inhibitor 3%.
`CC1=C(C(=O)Nc2cc(-c3cccc(F)c3)[nH]n2)C2(CCCCC2)OC1=O` gave N370S GC mod -7%, GCN5L2 inh inconclusive and FEN1 inhibitor -8%.
For CCOc1ccc2c(C)c(C)c(=O)oc2c1OCC the results were N370S GC mod 15%, GCN5L2 inh -14% and FEN1 inhibitor -11%.
`CCOc1ccc(S(=O)(=O)NCC2CCCO2)c2cccnc12` (stereo not drawn) gave N370S GC mod -12%, GCN5L2 inh -15% and FEN1 inhibitor 7%.
For O=C(CCNc1ccc(F)c(Cl)c1)c1ccco1 the results were N370S GC mod -2%, GCN5L2 inh 2% and FEN1 inhibitor -6%.
COc1ccc(C(=O)N=c2sc3c(C)ccc(OC)c3n2C)cc1 was read as N370S GC mod -9%, GCN5L2 inh -4% and FEN1 inhibitor -18%.
`CNC(=O)c1sc(SC)cc1-c1ccc(Cl)cc1` gave N370S GC mod -7%, GCN5L2 inh -6% and FEN1 inhibitor -7%.
`Cn1ncc2c(Nc3cccc4ccccc34)ncnc21` gave N370S GC mod 4%, GCN5L2 inh 0% and FEN1 inhibitor 2%.
For COc1ccc(NC(=O)C2(c3cccs3)CCOCC2)cc1Cl the results were GCN5L2 inh 1% and FEN1 inhibitor 4%.
COc1ccc(NC(=O)CSc2nc3ccccc3c(=O)n2Cc2cccs2)c(OC)c1 was read as N370S GC mod 10% and GCN5L2 inh 38%[activator].

Source: PubChem (National Center for Advancing Translational Sciences (NCATS))
